# Polio RdRp inh – inhibitors of poliovirus RNA polymerase binding and polymerization | % elongation, % (compound at 16.7 µg/mL) | 150,000 compounds, 0.66% hits | poliovirus polymerase elongation, fluorescence polarization; active compounds read low | P03300; in the data active means % elongation below about 90%; further: some results filed as inactive read as strong as hits
# Target sequence (P03300 1749-2209 limits assumed): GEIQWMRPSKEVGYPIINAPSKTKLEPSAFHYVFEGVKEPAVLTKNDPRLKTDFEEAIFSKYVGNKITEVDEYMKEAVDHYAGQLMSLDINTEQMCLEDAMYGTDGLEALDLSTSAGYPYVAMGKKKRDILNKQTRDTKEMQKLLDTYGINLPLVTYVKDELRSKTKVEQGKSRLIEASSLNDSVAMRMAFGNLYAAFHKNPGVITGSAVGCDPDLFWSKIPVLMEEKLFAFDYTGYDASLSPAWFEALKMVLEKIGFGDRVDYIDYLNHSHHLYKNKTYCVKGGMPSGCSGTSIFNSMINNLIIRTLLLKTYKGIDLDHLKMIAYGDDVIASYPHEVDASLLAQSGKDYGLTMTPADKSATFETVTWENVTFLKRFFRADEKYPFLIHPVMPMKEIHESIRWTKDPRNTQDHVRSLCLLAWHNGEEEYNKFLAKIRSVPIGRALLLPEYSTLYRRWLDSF
# Polio RdRp inh FP z-score – also measured in Polio RdRp inh; calls as there; z-score; measured here: FP z-score; hits read low
# * marks the source's active call; other numbers are inactive results. Not all compounds are listed (hit frequency here may not be typical).
# Order of results – Polio RdRp inh	Polio RdRp inh FP z-score
N#Cc1ccc(COC(=O)CCC2CCCC2)cc1
  105.0	1.3
CC(C)c1ccc(NC(=O)CN2N=C(c3ccc(Cl)cc3)CCC2=O)cc1
  104.0	1.3
CN(C)S(=O)(=O)c1cccc(C(=O)N=c2sc3ccccc3n2C)c1
  105.0	0.3
O=C(Nc1ccccn1)Nc1cccs1
  101.0	-0.4
Cc1ccc(NC(=O)C2CCN(S(=O)(=O)c3cc(-c4noc(C)n4)ccc3C)CC2)c(C)c1
  106.0	0
N#CSc1ccc(N2CCCCC2)cc1
  99.0	-0.2
CC(C(=O)Nc1ccc(F)cc1)n1nnc2ccccc2c1=O (stereo unspecified)
  100.0	-1.2
COC(=O)CN1C(c2ccccc2)=Nc2ccc(C)cc2C1c1ccccc1 (stereo unspecified)
  102.0	0.3
Cc1ccc(-c2noc(CCC(=O)NCCCN3CCN(c4ccc(F)cc4)CC3)n2)cc1
  101.0	0
C=C(C)Cn1c(CCNC(=O)c2cc(OC)c(OC)c(OC)c2)nc2ccccc21
  102.0	0.3
Cc1ccc(Cn2c(=O)c3ccccc3n3c(SCC#N)nnc23)cc1
  102.0	-0.2
CC(/C=N/N1C(=O)c2ccccc2C1=O)c1ccccc1 (stereo unspecified)
  102.0	-0.4
COC(=O)C1=C(C)N(c2ccc(C(C)C)cc2)C(=O)C1
  103.0	0
O=C(Cn1nc(C(F)(F)F)c2c1CCC2)N1CCCC1
  120.0	2.8
CCCCS(=O)(=O)Nc1ccc(C)cn1
  83.0*	-1.5*
O=C(Cc1ccccc1)NN1C(=O)CSC1=S
  98.0	-0.6
Cc1ccc2c(c1)N(C(=O)CCC(=O)NCc1ccccc1Cl)CC(C)O2 (stereo unspecified)
  106.0	-0.2
Cc1cn(CCOc2ccc(Cl)cc2)c(=O)[nH]c1=O
  103.0	-0.2
CCn1nc(C(C)C(=O)O)c2ccccc2c1=O (stereo unspecified)
  102.0	0
CC(=O)Nc1ccc(NC(=O)C2CCN(c3c(NC(C)=O)c(C)nn3-c3ccccc3)CC2)cc1
  112.0	1
Fc1ccc(CN2CCc3nc(N4CCN(c5ccccc5F)CC4)ncc3C2)c(F)c1
  97.0	-1.3
O=C(Cc1ccc(Cl)cc1)Nc1ccc2oc(-c3ccccc3)nc2c1
  108.0	0.4
CC(=O)N1c2ccc(S(=O)(=O)N3CCC(C(=O)N4CCN(c5cc(Cl)ccc5C)CC4)CC3)cc2CC1C (stereo unspecified)
  102.0	0.1
CC(=O)N1N=C2c3ccccc3CCC2C1c1cccs1 (stereo unspecified)
  112.0	1.3
O=C(Cn1ncc2ccc(Cl)cc21)N1CCCCC1
  101.0	-1.5
Cc1ccc(-n2ncc3c(NC4CCCCC4)ncnc32)cc1
  108.0	0.2
O=C(O)CN(CC(=O)O)c1ccc(Cl)cc1
  101.0	-0.1
COc1cccc(C2NC(C(=O)O)Cc3c2[nH]c2ccccc32)c1 (stereo unspecified)
  90.0	-3.7
OC(CNCCNc1nccc(C(F)(F)F)n1)c1ccccc1 (stereo unspecified)
  103.0	0.4
Cc1ccc(N(C)C(=O)C2CCN(S(=O)(=O)c3ccc4c(c3)CCCN4C(=O)C3CCC3)CC2)cc1
  112.0	1.2
Cc1ccc(N2C(=O)c3n[nH]c(C)c3C2c2ccc(Cl)cc2)cc1 (stereo unspecified)
  107.0	-0.1
Cc1ccccc1C(=O)NC1(C(F)(F)F)C(=O)Nc2c1c(=O)[nH]c(=O)n2CCc1ccccc1 (stereo unspecified)
  97.0	-1.5
O=C1OC(c2ccc(O)cc2)(c2ccc(O)cc2)c2ccccc21
  100.0	0.1
O=C1C2C(C(=O)N1c1ccccc1)N1CCCN1C2c1ccccc1 (stereo unspecified)
  102.0	0.3
CCS(=O)(=O)N1CC(=O)N(c2cc(C)ccc2C)C(C)(C(=O)NC2CCCCC2)C1 (stereo unspecified)
  103.0	-0.6
COc1ccc(OC)c(C2CC(=O)Nc3c2c(=O)[nH]c2ncnn32)c1 (stereo unspecified)
  105.0	0.2
COc1ccc(OC)c(C(c2c(O)[nH]c(=O)[nH]c2=O)N(Cc2ccccc2)C(C)C)c1 (stereo unspecified)
  105.0	0.6
O=c1[nH]c(SCc2c(F)cccc2Cl)nc2c1CCC2
  105.0	-0.3
COc1cc(C(=O)O)cc2c1OC(C)C2 (stereo unspecified)
  104.0	0.2
CC(=O)c1ccc(NC(=O)CSc2c(C(C)C)cnc3c2c(=O)n(C)c(=O)n3C)cc1
  106.0	-0.6
CCc1ccc2nc3sc(C(N)=O)c(N)c3cc2c1
  103.0	0.4
CCc1ccc(NC(=O)c2ccc(N3CCCS3(=O)=O)cc2)cc1
  104.0	0.5
CCCC12CN3CC(CCC)(CN(C1)C3c1ccccc1O)C2=O (stereo unspecified)
  102.0	0.1
CCOC(=O)c1ccc(NC(=O)Nc2c[nH]c(=O)[nH]c2=O)cc1
  103.0	-0.8
CCC(Sc1nc2cc(OC)c(OC)cc2c2nc(CCn3nc(C)cc3C)nn12)C(=O)NCc1ccco1 (stereo unspecified)
  99.0	-0.5
COc1ccc2oc(C(=O)NCCC(C)C)c(C)c2c1
  102.0	0.6
CCN(CCC#N)c1ccc(/C=C(\C#N)C(=O)NC(C)C)c(C)c1
  125.0	2.4
CCOC(=O)c1cccc(NC(=O)NC(C)c2c(-n3cccc3)sc3c2CCN(C)C3)c1 (stereo unspecified)
  107.0	-0.4
Cc1c(CCNC(=O)c2ccc(Br)o2)sc2nc(-c3ccc(F)cc3)nn12
  109.0	0.6
COc1ccc(-c2cc(C(=O)NC(C)c3ccccc3)c3cc(C(C)C)ccc3n2)cc1 (stereo unspecified)
  108.0	-0.2
Clc1cccc(-c2cnc(CSc3nnc(C4CC4)n3-c3ccccc3)o2)c1
  110.0	1.3
CC1Sc2cc(-c3ccc(Br)cc3)cn2C1=O (stereo unspecified)
  112.0	1.2
CCc1ccc(CNC(=O)c2ccc3c(Cl)c4c(nc3c2)CCCC4)cc1
  106.0	0.3
CCOc1ccc(Br)cc1C(=O)Nc1c[nH]c(=O)[nH]c1=O
  104.0	1.1
O=C(Nc1ccccc1)NC1CS(=O)(=O)CC1O (stereo unspecified)
  102.0	0.7
CCOc1ccc(NC(=O)COc2ccc(S(=O)(=O)NC3CCCCC3)cc2)cc1
  108.0	0.7
COc1ccccc1CNC(=O)C1CCN(c2nn3c(=O)cc(C)nc3s2)CC1
  103.0	-0.6
Cc1[nH]c2ccccc2c1Cc1nnc(SCC(N)=O)n1Cc1ccco1
  102.0	0.4
CCOC(=O)c1c(NC(=O)CS(=O)(=O)c2ccc(C)cc2)sc2c1CCC(C)C2 (stereo unspecified)
  108.0	0.2
Cc1nc2cc(NS(=O)(=O)c3ccc(Oc4ccccc4)cc3)ccc2s1
  102.0	0.3

# Arranged by formula weight (falling): 3 of the compounds above
# Order of results – Polio RdRp inh	Polio RdRp inh FP z-score
CCOc1ccc(NC(=O)COc2ccc(S(=O)(=O)NC3CCCCC3)cc2)cc1
  108.0	0.7
CCN(CCC#N)c1ccc(/C=C(\C#N)C(=O)NC(C)C)c(C)c1
  125.0	2.4
CCOC(=O)c1ccc(NC(=O)Nc2c[nH]c(=O)[nH]c2=O)cc1
  103.0	-0.8

# Next results.
# Order of results – Polio RdRp inh	Polio RdRp inh FP z-score
Cc1cccc(-c2nc3c4ccccc4nc(NCc4ccc(Cl)cc4)n3n2)c1
  99.0	-1.6
O=C(CSc1nc(-c2ccc3c(c2)OCO3)nc2cc(=O)[nH]n12)NCCc1nc2ccccc2[nH]1
  100.0	-0.3
Cc1ccc(CN(C)CC(=O)Nc2ccc3c(c2)OCCCO3)cc1
  103.0	-0.2
COc1ccc(NC(=O)[C@H](CCS(C)(=O)=O)N2Cc3ccccc3C2=O)cc1Cl
  104.0	1.2
O=C(NC1CCCC1)C(c1ccccc1)N(Cc1ccc2c(c1)OCO2)C(=O)c1ccco1 (stereo unspecified)
  102.0	0.2
CCOC(=O)c1ccccc1NC(=O)Cc1c(C(=O)O)c(C)cn1C
  104.0	-0.3
CCCOC(=O)C(C)Oc1ccc2c(=O)c(-c3ccccc3Cl)coc2c1 (stereo unspecified)
  103.0	0.3
CCN1/C(=C2\C(=O)N=C(C)N2c2ccccc2)C=Cc2ccc(C)cc21
  101.0	0
CC(C)COc1cccc(C(=O)Nc2ccc(-c3nc4ncccc4o3)cc2)c1
  106.0	0.3
O=c1cc(N2CCc3ccccc3C2)[nH]c(=O)n1Cc1ccc(F)cc1
  97.0	-1
Cc1cc(C)c(NC(=O)CN(c2ccccc2)S(=O)(=O)N(C)C)c(C)c1
  101.0	-0.3
O=C(Nc1nnc(-c2ccccc2)o1)C(c1ccccc1)c1ccccc1
  101.0	-0.4
COc1ccc(CCNC(=O)CCn2c(=O)c3cccn3c3cccnc32)c(OC)c1OC
  104.0	-0.6
CCC(=O)N1CCc2cc(S(=O)(=O)NC(CC(C)C)C(=O)NCc3cccc(OC)c3)ccc21 (stereo unspecified)
  101.0	-0.4
Cn1c2ccccc2c2cc(C3Nc4ccccc4C(=O)N3O)ccc21 (stereo unspecified)
  103.0	0.5
CSc1nc2c(c(=O)n1Cc1ccccc1)SC(C)C2 (stereo unspecified)
  100.0	-0.3
O=C(O)C1CC(c2ccccc2)=C(c2ccccc2)CC1C(=O)c1ccccc1 (stereo unspecified)
  103.0	0.3
Cc1oc2ccc(O)c(CN3CCCCC3)c2c1C(=O)NCc1ccccc1
  104.0	0.4
CCCCn1c(SCC(=O)N2c3ccccc3Sc3ccccc32)nc2c1c(=O)n(C)c(=O)n2C
  102.0	0
Cc1ccc(C2=NN(C(=O)COc3cccc(-n4cnnn4)c3)C(c3ccco3)C2)cc1 (stereo unspecified)
  101.0	-0.4

# At a glance, some entries already given:
# Order of results – Polio RdRp inh	Polio RdRp inh FP z-score
Cc1cccc(-c2nc3c4ccccc4nc(NCc4ccc(Cl)cc4)n3n2)c1
  99.0	-1.6
O=C(CSc1nc(-c2ccc3c(c2)OCO3)nc2cc(=O)[nH]n12)NCCc1nc2ccccc2[nH]1
  100.0	-0.3

# Continuation:
# Order of results – Polio RdRp inh	Polio RdRp inh FP z-score
CSC1=C(C#N)C(c2ccc(C(C)C)cc2)C2=C(CCCC2=O)N1 (stereo unspecified)
  100.0	-0.2
CN1CCN(C(c2ccccn2)c2c(-c3ccccc3)n(O)c3ccccc23)CC1 (stereo unspecified)
  88.0*	-1.3*
Cn1cccc1C(=S)N=P(N1CCOCC1)(N1CCOCC1)C(C)(C)C
  101.0	0.1
CSCCC(NS(=O)(=O)c1ccc2c(c1)oc(=O)n2C)C(=O)NCc1ccc(Cl)cc1 (stereo unspecified)
  106.0	0.3
CC1=CC(=O)C(N2CCN(C(c3ccccc3)c3ccccc3)CC2)=CC1=O
  100.0	0
O=C(Nc1ccc(F)c(Cl)c1)C1CCCN(c2cnccn2)C1 (stereo unspecified)
  106.0	-0.2
CCCCn1c(=O)n(CC(=O)c2[nH]c(C)c(C(=O)OCC)c2C)c(=O)c2c1ncn2Cc1ccco1
  114.0	2
O=C(NCN1CCOCC1)c1cccnc1
  104.0	0.5
COc1ccc(-c2cc(C(=O)Oc3ccc(C#N)cc3)no2)cc1
  104.0	-0.2
Cc1ccc(Nc2nc(N)nc(CSc3ncccn3)n2)cc1
  102.0	0.1
CCN(CC(=O)Nc1ccc(OC)cc1)Cc1nc2sc(C(=O)OC)c(C)c2c(=O)[nH]1
  143.0	6.1
Cc1ccc(CSc2nc(C)c(Oc3cccc(C(F)(F)F)c3)c(=O)n2C)cc1
  105.0	0.2
CC(C)(C)OC(=O)N1CCN(Cc2ccccc2)CC1
  104.0	0.1
CC1=C(C(=O)Nc2cccnc2)C(c2ccc(F)cc2)n2nc(SCc3ccccc3)nc2N1 (stereo unspecified)
  110.0	1.7
CC1CCCN(c2nc3c(S(=O)(=O)c4ccc(C(C)C)cc4)nnn3c3ccsc23)C1 (stereo unspecified)
  110.0	0.5
O=C1OCCN/C1=C/C(=O)c1ccc(Cl)cc1
  102.0	0.6
COc1ccc(C)cc1NC(c1nnc(-c2ccccc2)o1)c1ccc(F)cc1Cl (stereo unspecified)
  103.0	-0.5
O=C(CN1C(=O)CCC1=O)NCc1ccc2c(c1)OCO2
  101.0	0
N#CC(c1ccccc1)c1cn2cc(Br)ccc2n1 (stereo unspecified)
  104.0	0.2
COc1ccc(C(C)=CC(=O)C(C)(C)C)cc1
  102.0	0.7
Cn1c(C(=O)Nc2ccc(C(=O)N3CCCC3)cc2)cc(=O)n(C)c1=O
  102.0	0.1
Cc1ccc(NC(=O)CC2NCCN(Cc3ccccc3)C2=O)cc1 (stereo unspecified)
  98.0	-0.8
COc1ccc(N2CCN(C(=O)c3ccc(CS(=O)c4cccc(C)c4)o3)CC2)cc1 (stereo unspecified)
  110.0	0.7
CCOc1cc(-c2nn3c(C(C)(C)C)nnc3s2)cc(OCC)c1OCC
  103.0	0.4
O=C(Cc1ccc(F)cc1)N1CCC(c2nc3c(nnn3Cc3ccc(F)cc3)c(=O)[nH]2)CC1
  108.0	0.3
Cc1ccc2sc(C(=O)O)cc2c1
  111.0	1.5
O=C(Nc1cc(Cl)cc(Cl)c1)c1ccc(F)c(S(=O)(=O)NC2CCCC2)c1
  107.0	-0.2
O=C(COC(=O)c1ccc(Cl)cc1)NCC1CCCCC1
  103.0	0.4
COc1ccc(C(=O)OCC[N+]2(C)CCOCC2)cc1
  105.0	0.9
CC(C)(CO)NC(=S)NCC1CCCO1 (stereo unspecified)
  104.0	0
Cc1ccc(Cl)cc1N1CC(O)=C(c2nc3ccccc3c(=O)[nH]2)C1=N
  103.0	0.5
CCOC(=O)C1CCCN(C(=O)c2cc3cc4ccc(OC)cc4nc3o2)C1 (stereo unspecified)
  102.0	-0.2

# 3 entries from above, as labelled records:
CC(C)(CO)NC(=S)NCC1CCCO1 (stereo unspecified)
  Polio RdRp inh = 104.0; Polio RdRp inh FP z-score = 0

Cc1ccc(Cl)cc1N1CC(O)=C(c2nc3ccccc3c(=O)[nH]2)C1=N
  Polio RdRp inh = 103.0; Polio RdRp inh FP z-score = 0.5

CCOC(=O)C1CCCN(C(=O)c2cc3cc4ccc(OC)cc4nc3o2)C1 (stereo unspecified)
  Polio RdRp inh = 102.0; Polio RdRp inh FP z-score = -0.2

# Compound activity as filed in PubChem BioAssay.
